# Bioassay records from PubChem.
# HIV fusion peptide: cell-free HIV fusion peptide-binding blockers – biochemical, uHTS, fluorescence dequenching, primary screen (AID 1986); one-dose inhibition, % at 20 µM; IC50 in µM for titrated hits; actives 0.3% (n = 290,000); cell-free peptide binding, fluorescence dequenching, 30 min; higher % means a stronger effect; in the data active = inhibition mostly above about 52%, no sharp cut-off; inactive = mostly below about 76%; note: some results filed as inactive read as strong as hits
# GPR55 activation: GPR55 agonists via beta-arrestin recruitment, primary screen, imaging, U2OS cells, beta-arrestin-GFP redistribution (AID 1961) | U2OS GPR55 beta-arrestin-GFP redistribution imaging; higher % means a stronger effect | activation, % at 10 µM; hits with a dose series show EC50 in µM | actives 0.048% (n = 290,000);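 active = activation above 40% with more than 50 cells counted in the well; inconclusive = wells holding fewer than 50 cells, flagged as toxic or sparse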;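 note: U2OS osteosarcoma cells stably expressing GPR55 and beta-arrestin-GFP; plate controls were DMSO negative control for no effect and LPI positive control for full effect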
# KOR beta-arrestin-1: KOR agonists, beta-arrestin recruitment, primary screen, cell-based, luminescence, uHTS (AID 1777); KOR beta-arrestin recruitment, luminescence; higher % means a stronger effect; one-dose activation, % at 10 µM; EC50 in µM for titrated hits; actives 0.02% (n = 280,000); in the data active = activation above about 50%, passing the limit was not always enough; note: a part of the inactive calls stands beside numbers as strong as those of hits
# Myeloid diff 2: myeloid differentiation induction. ER-HoxA9 myeloid progenitors, lysozyme-GFP differentiation, flow cytometry. calls only at 10 µM. actives 1% (n = 360,000). AID 624256;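 active = normalized GFP-positive differentiation at or above the plate's own cutoff, the solvent-only control mean plus 3 SD; inconclusive = no clear call, values can overlap the other calls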;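 note: cells exposed to compound for four days before flow analysis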
# KOR beta-arrestin-2: KOR antagonists, beta-arrestin recruitment, cell-based, luminescence, uHTS (AID 1778); actives 0.091% (n = 290,000); KOR beta-arrestin recruitment, luminescence, antagonist mode; higher % means a stronger effect; inhibition, % at 10 µM; hits with a dose series show IC50 in µM; note: strong numbers were not always called active
# NOD1 NF-kB reporter: NOD1 signaling inhibitors, primary screen, cell-based, luminescence, uHTS (AID 1578) | NOD1-driven NF-kB luciferase reporter cells, luminescence; higher % means a stronger effect | inhibition, % at 4 µM, or EC50 in µM where a hit was titrated | actives 1% (n = 290,000); in the data active = inhibition mostly above about 36%, no sharp cut-off; inactive = mostly below about 34%;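 note: HEK-293T reporter cells stimulated with the NOD1 agonist gamma-tri-DAP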
# NOD2 inhibition: NOD2 signaling inhibitors, cell-based, luminescence, uHTS, HEK293 (AID 1566); HEK293 NOD2/NF-kB luciferase reporter, luminescence; higher % means a stronger effect; one-dose inhibition, % at 4 µM; EC50 in µM for titrated hits; actives 0.63% (n = 290,000); note: many of its hits are not listed in these tables
# GPR35 arrestin U2OS: inhibition of zaprinast-stimulated GPR35 beta-arrestin translocation – imaging, U2OS, beta-arrestin-GFP, zaprinast agonist, primary screen (AID 2058) | U2OS GPR35 beta-arrestin-GFP translocation imaging, zaprinast antagonism; higher % means a stronger effect | inhibition, % at 10 µM; hits with a dose series show IC50 in µM | actives 0.052% (n = 290,000);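 active = inhibition of at least 50% with at least 30 cells and total cytoplasm GFP at most 10,000,000; inconclusive = under 30 cells or total GFP of 10,000,000 plus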
# GPR55 LPI antagonism: GPR55 antagonists blocking LPI-driven arrestin recruitment, primary screen, imaging, U2OS, beta-arrestin-GFP, LPI agonist (AID 2013); U2OS GPR55 beta-arrestin-GFP translocation imaging, LPI antagonism; higher % means a stronger effect; inhibition, % at 10 µM; hits with a dose series show IC50 in µM; actives 0.13% (n = 290,000);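 active = spots per cell inhibited over 60%, with over 100 cells counted and total cytoplasm intensity under 500,000; inconclusive = wells with under 100 cells, flagged as likely toxic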;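 note: U2OS cells stably carrying GPR55 and arrestin-GFP stimulated by 5 µM LPI near EC80; imaged beta-arrestin-GFP aggregate spots per cell after agonist stimulation; plate controls were LPI-stimulated DMSO wells for no effect and DMSO wells without LPI for full effect; some results filed as inactive read as strong as hits; confirmed hits need IC50 under 10 µM and bright autofluorescent wells are also inconclusive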
# Myeloid diff 2 GFP+ MAC1+ %: recorded beside Myeloid diff 2, whose call it bears; GFP+ MAC1+ double positive, %; measured here: differentiation confirmed by MAC1 staining
# The depositor's hits bear a star; i = inactive; u = inconclusive; x = no result given; [ ] = remark or other dose. Cut-off read from the data, not from the text of the source, unless noted: active = inhibition above about 50%; inactive = the rest. Some of the compounds tested; the hit share may differ from the screen's.
# Each structure is followed by: NOD1 NF-kB reporter, KOR beta-arrestin-1, Myeloid diff 2 GFP+ MAC1+ %, GPR55 activation, HIV fusion peptide, KOR beta-arrestin-2, GPR35 arrestin U2OS, GPR55 LPI antagonism, NOD2 inhibition, Myeloid diff 2
> Cc1ccc(-c2nnc(NCCCO)c3ccccc23)cc1
  8%, -0.2%, 0.2, 0.0%, 0.0%, 11%, -2%, -4%, 8%, i
> Cc1ccc(-n2ncc(C(=O)Nc3cc(Cl)ccc3Cl)c2C2CCNCC2)cc1
  -31%, -2.4%, 0.3, 0.1%, -2.7%, -12%, -7%, 13%, -3%, i
> Cc1cccc(N=C(N2CCOCC2)P(=O)(N2CCOCC2)N2CCOCC2)c1
  -14%, -2.0%, 5.8, -0.1%, 0.8%, 29%, -4%, 6%, 10%, i
> Cc1ccc(S(=O)(=O)N2CCC(=O)N(C(COCc3cccc(Cl)c3)C(C)C)CC2)cc1 (stereo unspecified)
  -12%, -0.3%, 0.5, -0.2%, -0.7%, -4%, -6%, 13%, 7%, i
> CCCn1c(C)cc(C(=O)COC(=O)c2ccc(Cl)c(S(=O)(=O)N3CCCC3)c2)c1C
  8%, 18%, 1.0, -0.1%, -0.2%, 20%, -5%, -5%, -7%, i
> CCC(NC(=O)Cc1c(C)c2ccc(OC)c(C)c2oc1=O)C(=O)NC(Cc1ccc(Cl)cc1)C(=O)O (stereo unspecified)
  -13%, 1.0%, 2.0, 0.2%, 7.7%, -12%[20 µM], 6%, 4%, 8%, i
> CCc1ccc(-c2cc3c(=O)n(CC(=O)NCCCN4CCN(CC)CC4)nc(C)n3n2)cc1
  -20%, -4.6%, 0.0, 0.3%, -0.9%, -10%, 19%, 0%, 5%, i
> C=CCn1c(SCc2cc(=O)n3ccsc3n2)nc2scc(C3CC3)c2c1=O
  3%, 15%, 0.7, 0.6%, -2.3%, -46%, 2%, 5%, 16%, i
> C=CCn1c(SCC(=O)Nc2ccc(Br)cc2)nc(O)c(CC)c1=O
  -10%, 8.8%, x, -0.1%, 2.6%, -15%, -5%, -6%, 16%, u
> O=C(Nc1ccc([N+](=O)[O-])cc1)N1CCc2ccccc2C1
  -29%, -5.1%, 0.2, 0.3%, -0.6%, -8%[20 µM], 16%, 2%, -56%, i
> COc1cc(OC)cc(OCC(O)Cn2ccnc2C)c1 (stereo unspecified)
  -15%, 1.3%, 0.9, -0.1%, -2.1%, 28%, 14%, -4%, -6%, i
> CCN(CC)c1nc(C#N)cc(-c2ccc(OC)cc2)n1
  12%, 8.0%, x, -0.2%, -1.5%, -21%, -15%, -22%, -16%, u
> COc1cc(C(=O)O)c([N+](=O)[O-])c(OC)c1OC
  -3%, -1.8%, 0.7, -0.2%, -0.3%, 28%, 8%, 7%, 10%, i
> COc1ccc(CNC(=O)C2CCC(CNC(=O)[C@@H]3Cc4ccccc4CN3)CC2)cc1 (stereo partly specified)
  -3%, 12%, 0.0, -0.1%, -0.3%, -18%, -8%, -7%, 2%, i
> Cn1c(SCC(=O)Nc2ccc(NC(=O)c3ccccc3F)cc2)nnc1-c1ccncc1
  -4%, -3.5%, 0.3, 0.2%, -0.8%, 20%, 10%, -3%, 8%, i
> CC1CCc2c(nc3ncnn3c2N2CC(C)OC(C)C2)C1 (stereo unspecified)
  -18%, 5.0%, 0.2, -0.1%, 0.7%, -14%, 14%, 3%, -5%, i
> O=C(/C=C/Nc1ccc(S(=O)(=O)Nc2ncccn2)cc1)c1ccc2ccccc2c1
  1%, 4.1%, 0.0, 0.0%, 2.5%, -14%, -6%, 4%, -14%, i
> c1ccc(CCn2c(SCc3ccccc3)nnc2-c2ccncc2)cc1
  42%, -3.5%, 0.0, -0.3%, -4.4%, 24%, 1%, 4%, -2%, i
> N#C/C(=C\c1ccco1)C(=O)Nc1ccc(S(N)(=O)=O)cc1
  -43%, -1.7%, 0.6, -0.6%, 1.3%, -12%, -13%, 0%, 12%, i
> Cn1c(=O)n(C)c2cc(NC(=O)c3ccc(F)cc3)c(Br)cc21
  -42%, 1.0%, 0.2, -0.1%, -0.1%, -11%, 3%, -4%, 9%, i
> CC1Cc2ccccc2N1C(=O)COC(=O)C1(c2ccccc2F)CCCC1 (stereo unspecified)
  -6%, -3.7%, 0.6, -0.1%, 0.4%, -8%, 3%, 7%, -4%, i
> COc1ccccc1C(=O)NNC(=O)CCCN1C(=O)/C(=C/c2cccs2)SC1=S
  15%, 48%, 0.7, 0.3%, 0.7%, 9%, 3%, 6%, -13%, i
> COc1ccc(Cc2nnc(SCC(=O)N3CCCCC3)o2)cc1
  -11%, -4.6%, 0.0, -0.1%, -0.8%, 23%[20 µM], -12%, 6%, 9%, i
> CCOC(=O)NC(Nc1ccc(C)cn1)(C(F)(F)F)C(F)(F)F
  -11%, -3.2%, 0.8, -0.4%, 0.9%, 4%, 0%, 8%, 19%, i
> O=C1C2CCCN2C(c2ccco2)N1c1ccc(F)cc1 (stereo unspecified)
  -24%, -0.3%, 0.4, 0.1%, 0.1%, 22%, -18%, 18%, 12%, i
> Cc1ccccc1-n1c(SCC(=O)N2CCOCC2)nc(O)cc1=O
  -29%, -1.3%, 0.4, -0.1%, 1.7%, 8%, -3%, 7%, -15%, i
> CN(C)C(=O)c1cc(C(=O)c2ccccc2F)c[nH]1
  -3%, -0.6%, 1.5, 0.0%, 2.7%, 12%, -3%, 9%, -16%, i
> NC(=O)CSc1nnc(-c2ccc(S(=O)(=O)N3CCOCC3)cc2)n1CC1CCCO1 (stereo unspecified)
  -37%, 2.5%, 1.2, 0.8%, 1.7%, 5%, 14%, 5%, 8%, i
> COc1cc(NC(=O)C2CC2)c(OC)cc1NC(=O)c1ccco1
  -4%, 1.5%, 4.5, -0.2%, -1.1%, 4%, 11%, -3%, 8%, i
> COc1ccc(C(=O)N/N=C\c2coc3ccccc3c2=O)cc1
  -5%, -3.8%, 1.1, -0.2%, 0.4%, 1%, 6%, 9%, 11%, i

# Molecules listed so far that have two or more sulfur atoms:
# Each structure is followed by: NOD1 NF-kB reporter, KOR beta-arrestin-1, Myeloid diff 2 GFP+ MAC1+ %, GPR55 activation, HIV fusion peptide, KOR beta-arrestin-2, GPR35 arrestin U2OS, GPR55 LPI antagonism, NOD2 inhibition, Myeloid diff 2
> C=CCn1c(SCc2cc(=O)n3ccsc3n2)nc2scc(C3CC3)c2c1=O
  3%, 15%, 0.7, 0.6%, -2.3%, -46%, 2%, 5%, 16%, i
> COc1ccccc1C(=O)NNC(=O)CCCN1C(=O)/C(=C/c2cccs2)SC1=S
  15%, 48%, 0.7, 0.3%, 0.7%, 9%, 3%, 6%, -13%, i
> NC(=O)CSc1nnc(-c2ccc(S(=O)(=O)N3CCOCC3)cc2)n1CC1CCCO1 (stereo unspecified)
  -37%, 2.5%, 1.2, 0.8%, 1.7%, 5%, 14%, 5%, 8%, i

# Next part
# Each structure is followed by: NOD1 NF-kB reporter, KOR beta-arrestin-1, Myeloid diff 2 GFP+ MAC1+ %, GPR55 activation, HIV fusion peptide, KOR beta-arrestin-2, GPR35 arrestin U2OS, GPR55 LPI antagonism, NOD2 inhibition, Myeloid diff 2
> Fc1ccc(Sc2ccccc2CNC2=NCCN2)cc1
  -5%, -0.5%, 0.1, -0.3%, -2.1%, -19%, 6%, 4%, 4%, i
> O=C(COc1cccc(F)c1)N1c2ccccc2Sc2ccccc21
  -18%, 0.3%, 0.9, -0.1%, -1.1%, 14%, 10%, 37%, 23%, i
> O=C(Nc1ccc(C(=O)O)cc1)/C(=C\c1ccco1)NC(=O)c1ccc(Br)o1
  -15%, -2.6%, 0.2, -0.2%, 19%, -38%, -6%, 4%, 12%, i
> CC(=O)Nc1nn(C)c2nc3ccc(C)cc3cc12
  -8%, -24%, 0.4, -0.1%, -1.8%, 23%, 20%, 4%, 10%, i
> N#CC1(NC(=O)COC(=O)CCCN=C2NS(=O)(=O)c3ccccc32)CCCCC1
  -38%, -1.9%, 0.6, -0.1%, 0.8%, 15%, -6%, 13%, 3%, i
> NS(=O)(=O)c1ccc(CNC(=O)c2cc(-c3cccnc3)nc3ccc(Br)cc23)cc1
  -38%, 5.4%, 0.6, -0.1%, 1.3%, -20%, -3%, 8%, 9%, i
> CC(NC(=O)c1cccnc1)c1ccc2c(c1)OCO2 (stereo unspecified)
  2%, -5.5%, 1.0, -0.4%, -1.0%, 32%, -11%, 4%, -8%, i
> CCCCc1ccc(NC(=O)C2CCN(S(C)(=O)=O)CC2)cc1
  12%, 0.6%, 0.3, 0.2%, 1.2%, 5%, -3%, -2%, 15%, i
> O=C1COc2ccc(C(=O)COC(=O)CCc3ccc(S(=O)(=O)N4CCOCC4)cc3)cc2N1
  1%, 0.1%, 0.4, 0.3%, -2.0%, 12%, 4%, 2%, 3%, i
> CCOC(=O)C1(CC2CC2)CCN(Cc2cn[nH]c2-c2cccc(F)c2)CC1
  -15%, 7.1%, 0.1, 1.1%, 1.9%, -20%, 5%, 12%, 12%, i
> CC(C)CCNC(=O)CC1C(=O)N(Cc2ccccc2)C(C)c2nc3ccccc3n21 (stereo unspecified)
  -13%, x, 0.8, 0.2%, 0.4%, x, 3%, 7%, -10%, i
> O=C(CN1CCN(C(=O)C2CCCO2)CC1)Nc1cc(Cl)ccc1Cl (stereo unspecified)
  31%, -2.4%, 0.6, -0.2%, -2.5%, 25%, 5%, -11%, -1%, i
> CCCCCCC(=O)Nc1ccc(Cl)cn1
  -24%, 3.7%, 0.9, 0.2%, 0.9%, 17%, 9%, -4%, -16%, i
> O=c1c(CO)cc(CO)cc(CO)c1O
  -11%, -0.3%, 0.2, -0.1%, -0.3%, 7%, -5%, 3%, -3%, i
> CC(C)c1cc(C(=O)N/N=C/c2ccoc2)c(O)c(C(C)C)c1
  -1%, -3.4%, 0.7, -0.1%, 3.7%, -13%, -5%, 2%, 22%, i
> COCCCN(C(=S)Nc1ccc(OC)cc1)C(C)c1ccncc1 (stereo unspecified)
  -27%, -3.1%, 0.5, 0.5%, -1.4%, 4%, -2%, 15%, 13%, i
> CN(Cc1cccc(Cl)c1Cl)CC(O)COc1ccccc1 (stereo unspecified)
  -16%, 3.6%, 0.5, -0.1%, -1.4%, 15%, -8%, 13%, 9%, i
> Cc1nnc(C)n1/N=C/c1cccnc1
  -6%, -6.5%, 0.6, 0.2%, -1.5%, -23%, -5%, -1%, 4%, i
> O=C1CCc2cc(S(=O)(=O)N3CCC(C(=O)Nc4nccs4)CC3)ccc2N1
  -12%, 1.4%, 1.1, -0.1%, 2.1%, 2%, 2%, 14%, 7%, i
> Cc1ccc(OCC(=O)N2CCN(S(=O)(=O)c3ccc(Cl)cc3)CC2)c([N+](=O)[O-])n1
  -11%, -2.3%, 0.3, -0.2%, -0.6%, -17%, 15%, -6%, 12%, i
